Screening data (PubChem)
S2 tox – cell viability loss in ATXN counter-screen | S2 cells (HEK-293 line with an ATXN2-luciferase reporter) viability, CellTiter-Fluor protease fluorescence, 24 h | AID 651635 | Potency, µM (highest dose often 56.7 µM), actives largely listed as cytotoxic | 0.49% of 400,000 active; further: potency means the concentration at half of the fitted maximal effect; nearly all actives have a fitted effect of over 40% in size
Nrf2 activator – activators of Nrf2 (ARE) signaling. 0.31% of 410,000 active. AREc32 ARE-luciferase reporter (MCF7-derived line), luminescence, 24 h. Potency, µM (doses to about 46.1 µM), for the others: top-dose activation, actives largely listed as activators; further: potency means the concentration at half of the fitted maximal effect; % of control where 0% means no effect; nearly all actives have a fitted effect of over 65% in size
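Each well held 1000 AREc32 cells, which were incubated with compound for 24 hr at 37 deg C after overnight attachment, and ARE reporter activity was quantified by firefly luciferase luminescence.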
CCT chaperon mod – modulators of cytosolic chaperonin (CCT/TRiC) activity; activity change, % (no concentration beside the values), hits read low; 0.3% of 360,000 active; purified chaperonin ATPase assay, HTRF ADP detection, 30 min; in the data active means activity change below about -30%; further: on the % scale 0 is the no-effect control and ±100 the full control effect
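Nucleotide hydrolysis assay: TRiC at 20–40 nM final (set by batch activity) with 10 uM ATP, 30 min at 37 °C, in presence of 76 uM compound. Detection by competitive ADP HTRF, 30 min ambient.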
Mm-Cpn inhibitor – inhibitors of Methanococcus maripaludis chaperonin (MmCpn) | purified Mm-Cpn ATPase, ADP Transcreener TR-FRET | Potency, µM (titrated, usually from 76.9 µM), without a hit: at the highest dose activity, negative = inhibition, usual class: inhibitors | 0.031% of 330,000 active; further: potency means the concentration at half of the fitted maximal effect; on the % scale 0 is the no-effect control and ±100 the full control effect; nearly all actives have a fitted effect of over 80% in size
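Eu-cryptate anti-ADP/ADP-d2 competition gives a ratio inversely related to ADP. Enzyme at 25 nM was pre-exposed to compound for 10 min, then given 10 uM ATP for 30 min, 37°C throughout.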
pAkt inh – blocks phosphorylation of Akt; Neuro2A IGF-stimulated pAkt S473 HTRF, 20 min; hits give low values; activity change, % for hits at 50 µM; 0.32% of 360,000 active; AID 651550; in the data active means activity change below about -80%; inconclusive means mostly about -51% to -80%; further: on the % scale 0 is the no-effect control and ±100 the full control effect
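Single-point screen (50 µM final compound) in Neuro2A cells stimulated 20 min with 6 nM IGF at 37 deg C. After lysis, Ser473-phosphorylated Akt read by HTRF (ex 330 nm, em 615/665 nm) as the 665/615 ratio.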
TGFb inhibitor – blocks TGF-b signaling | Potency, µM (top dose mostly 46.1 µM), without a hit: top-dose activity, negative = inhibition, actives largely listed as inhibitors | 1.2% of 410,000 active | HepG2 CAGA-GFP TGF-b/SMAD3 reporter, GFP fluorescence, 18 h; TGF-beta stimulated, 500 pg/mL final; further: potency means the concentration at half of the fitted maximal effect; on the % scale 0 is the no-effect control and ±100 the full control effect; nearly all actives have a fitted effect of over 65% in size
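Inhibition was scored as loss of TGF-beta-induced (500 pg/mL final, 18 hours, 37 degrees C) GFP in HEPG2 cells carrying a CAGA-GFP reporter, in DMEM with 1% FBS. Well GFP was summed per cell; Activity was normalised to unstimulated and stimulated DMSO wells, then concentration-response fitting.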
HepG2 tox – counter-screen for TGF-b inhibitors: cytotoxicity in HepG2 cells | HepG2 CAGA-GFP viability, ATP luminescence, 18 h | Potency, µM (top dose mostly 46.1 µM), without a hit: top-dose activity change, negative = cytotoxicity, actives largely listed as cytotoxic | 0.76% of 410,000 active; further: potency means the concentration at half of the fitted maximal effect; some results filed as inactive show a strong effect at the top dose
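CellTiter-Glo luminescence gave cytotoxicity after 18 hours at 37 degrees C. The cells were HepG2 CAGA-GFP in 1% FBS DMEM, stimulated with 500 pg/mL TGF-beta after compound addition. %Activity was normalised to no-cell wells (complete cell-killing) and DMSO (no toxicity), and curves were fitted and classified.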
Nrf2 inh – inhibitors of Nrf2 signaling; A549 ARE-Fluc reporter, luciferase luminescence, 18-24 h; Potency, µM (series often up to 46 µM), for inactives: at the highest dose activity change, negative = inhibition, actives largely listed as inhibitors; 2.1% of 360,000 active; AID 504444; further: potency means the concentration at half of the fitted maximal effect; on the % scale 0 is the no-effect control and ±100 the full control effect; nearly all actives have a fitted effect of over 60% in size
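Two sequential reads on A549 ARE_Fluc cells exposed to compound for 18-24 h: a CellTiter-Fluor fluorescence read for viability, then a luciferase luminescence read for Nrf2/ARE activity.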
A549 viability – counter-screen for Nrf2 inhibitors: cytotoxicity in A549 cells. A549 ARE-Fluc cells, CellTiter-Fluor viability, 18-24 h. Potency, µM (doses to about 46 µM), without a hit: top-dose activity change, negative = cytotoxicity, most hits filed as inhibitors. 0.16% of 390,000 active. AID 504648; further: potency means the concentration at half of the fitted maximal effect; on the % scale 0 is the no-effect control and ±100 the full control effect
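A549 ARE_Fluc cells in 5% FBS OPTI-MEM were exposed to compounds in concentration-response for 18-24 h at 37 deg C. Viability was read by CellTiter-Fluor fluorescence (Ex 405/Em 525) after 30 min, before the luciferase read.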
* hit, by the source's call; i = inactive; u = inconclusive; x = not tested or not shown; [ ] = another dose, or the depositor's remark. Unless noted, the call rests on the fitted dose curve; in most records, active means well fitted curve in the direction sought with a large enough effect; inconclusive means small, poorly fitted or top-dose-only effect, or another doubt; inactive means no such curve, though single readings can be large; an effect the other way counts as inactive or inconclusive.

Screens in order: S2 tox | Nrf2 activator | CCT chaperon mod | Mm-Cpn inhibitor | pAkt inh | TGFb inhibitor | HepG2 tox | Nrf2 inh | A549 viability
Cc1ccc(S(=O)(=O)NC(=O)C2(C)CCN2C(=O)CCc2ccc(Cl)cc2Cl)cc1 (configuration not stated)
 : i | 0.5% | 1.3 | x | i | 2% | -2% | x | x
COc1ccc2[nH]c3c(Cl)ncnc3c2c1
 : i | 0.3%[9.22 µM] | -4.9 | -2% | i | -1% | -17% | 0% | 0%
CCSC1=C(C#N)C(c2ccc(OC)c(OC)c2)CC(=O)N1 (configuration not stated)
 : i | 0.1% | -3.8 | 1% | i | u | -9% | x | -7%
Fc1ccc(C2CCCN2Cc2nc(Cc3ccccc3F)no2)cc1 (configuration not stated)
 : i | 0.4% | 1.9 | 0% | i | -12% | -1% | 0% | 13%
CCCCCCCCNS(=O)(=O)CCNCc1ccccc1
 : i | 5.5% | -0.4 | x | i | u | -25% | 7% | 6%
CCN(CC)C(=O)CN(c1cc(Cl)ccc1OC)S(=O)(=O)c1ccc(C)c([N+](=O)[O-])c1
 : i | 2.4% | 0.0 | 1% | i | 9% | -6% | 2% | -2%
COc1ccc(N=Cc2c(O)c3ccccc3n2C(C)=O)cc1
 : i | 17% | 1.1 | 1% | i | 6% | -17% | 10% | -11%
COc1ccc(OC)c(NC(=O)Nc2nc(C(C)N)cs2)c1 (configuration not stated)
 : i | 3.9% | 0.6 | x | i | -4% | 0% | x | x
O=C1CC(c2ccccc2)CC(O)=C1C=Nc1ccc(Cl)cc1 (configuration not stated)
 : i | 5.9% | 1.2 | 1% | i | 21% | 2% | -21% | -3%
Cc1cc(NC(=O)CN2C(=O)CSc3ccc(S(=O)(=O)N(C)C)cc32)ccc1Br
 : u | 6.7% | x | x | x | u | -15% | u | -5%
CCN(CC)c1ccc(/C=C(/C#N)c2nc3ccc(C)cc3[nH]2)c(OC(C)C)c1
 : i | 0.0% | -1.7 | -3% | x | 176%[activator] | -4% | u | u
CC[C@@H](C)[C@@H]1CN([C@@H](C)CN2CCC[C@H]2CN2C(N)=NC[C@H]2CC(C)C)C(=N)N1CCc1ccc(Cl)c(Cl)c1
 : i | 0.1% | -1.4 | 0% | i | u | -26% | 18% | 2%
N#Cc1ccccc1S(=O)(=O)N1CCN(Cc2c(O)ccc3ccccc23)CC1
 : i | 15% | 1.3 | -1% | i | u | -21% | -8% | -7%
Cc1ccc(NC(=O)COc2ccc3oc4c(c3c2)CCCC4)nc1
 : i | -0.1% | -0.1 | 1% | i | 1% | 4% | x | -5%
O=[N+]([O-])c1cccc(-c2nc(-c3cccs3)c(-c3cccs3)[nH]2)c1
 : i | 18% | -2.5 | -6% | i | 0% | -36% | u | -13%
COC(=O)CNC(=O)C1CCCN1C(=O)CNC(=O)OCc1ccccc1 (configuration not stated)
 : i | 2.2% | -1.1 | 0% | i | 0% | -16% | 8% | -1%
COc1ccc(CNC(=O)c2ccc3c(c2)N(Cc2cccc(Cl)c2)C(=O)c2ccccc2S3)c(OC)c1
 : x | 0.4% | x | x | x | 0% | -26% | x | 1%
Cc1ccc(SCC(=O)NNC(=O)CNC(=O)c2ccc(Br)cc2)cc1
 : i | 0.4% | -1.5 | 1% | i | -1% | -11% | -7% | 4%
CCC(C)c1ccc(NC(=S)NCCn2cc(Br)cn2)cc1 (configuration not stated)
 : i | 0.5% | -2.8 | -1% | i | u | -19% | 13% | 4%
COC(=O)CNc1nc(Cl)nc(N2CCC(C)CC2)n1
 : i | 0.4% | 1.1 | -7% | i | 6% | 4% | u | 2%
CC(C)(C)C(=O)NC(=S)Nc1ccc(Cc2ccncc2)cc1
 : i | 2.4% | -0.5 | -4% | i | u | 4% | u | -19%
CC(C(=O)NCc1ccccc1)N1C(=O)c2ccccc2C1=O (configuration not stated)
 : i | -0.1% | -0.1 | 1% | i | -20% | 4% | 3% | 7%
COc1ccc2oc(C(=O)OC(C)C(=O)N3C(C)CCCC3C)c(C)c2c1 (configuration not stated)
 : u | 2.7% | 0.7 | 1% | i | 12% | -3% | -5% | 0%
Cc1nc(-c2cccnc2)sc1C(=O)Nc1ccc(F)cc1F
 : x | 0.2% | 1.8 | 0% | x | -30% | -2% | -14% | -10%
COc1ccc(NC(=O)CN2CCN(Cc3ccc4c(c3)OCO4)CC2)cc1OC
 : i | 0.2% | -1.3 | -4% | i | -2% | 0% | -26% | 9%
CCn1c(SCC(=O)NCc2ccc3c(c2)OCO3)nnc1-c1cccs1
 : i | 0.1% | -0.7 | -3% | -96%* | 1% | -7% | -9% | 9%
Cc1cc(C)cc(C(=O)NCCc2sc(-c3ccc(F)cc3)nc2C)c1
 : i | -0.6% | x | x | x | -15% | -17% | x | 0%
S=C(Nc1ccccc1)Nc1ccc(Cl)cn1
 : i | 3.8% | -1.7 | 1% | i | u | 9% | -5% | 1%
COc1ccc(S(=O)(=O)N(CCc2ccccc2)CC(=O)NC(C)C)cc1
 : i | -0.8% | 0.4 | 1% | i | -9% | -20% | x | -2%
Cc1nc2ccc(NC(=O)NCCCO)cc2s1
 : u | 2.0% | -2.8 | 2% | i | 4% | 0% | u | 0%
Cn1c(=O)[nH]c(=O)c2c1nc(Br)n2CCSc1nc2ccccc2o1
 : i | -0.7% | -1.5 | 0% | x | -12% | 8% | x | 0%
NC(Cc1ccc(F)cc1)c1csc(NC(=O)NC(c2ccccc2)c2ccccc2)n1 (configuration not stated)
 : i | -4.0% | 0.2 | x | i | u | -109% | x | x
Cc1cccn2c(CNC3CCCc4ccccc43)c(C(=O)N3CCCCC3)nc12 (configuration not stated)
 : i | 2.0% | -1.4 | 4% | i | -9% | -35% | -7% | 1%
COc1ccc(NC(=O)CSCC(=O)Nc2ccc(S(=O)(=O)N3CCOCC3)cc2)cc1
 : i | -0.7% | -2.0 | -1% | i | 1% | 8% | -1% | 0%
Cn1cc(CN2CCCC(CO)(Cc3ccccc3)C2)c2ccccc21 (configuration not stated)
 : i | 0.7% | 0.4 | -6% | i | 18% | 1% | -8% | u
CCc1nnc(NC(=O)CSc2nnc(CNC(=O)c3cc(OC)c(OC)c(OC)c3)o2)s1
 : i | -0.4% | 0.4 | -3% | i | 11% | 2% | -17% | 3%
CCCCNC(=S)Nc1ccc([N+](=O)[O-])cc1
 : i | 2.4% | -0.3 | -1% | i | 11µM* | -48% | 18µM* | u
COc1ccc(S(=O)(=O)NCc2cccnc2)cc1OC
 : i | -0.7%[9.22 µM] | -0.6 | 0% | i | 3% | -1% | 2% | -3%
Cc1ccsc1/C=C1\Oc2cc(OCC(=O)c3ccccc3)ccc2C1=O
 : i | 0.1% | -0.7 | 2% | i | 23% | 11% | -18% | -9%
O=c1c2[nH]c3ccccc3c2ncn1Cc1cccnc1
 : i | -0.8% | -3.7 | 3% | i | -4% | 4% | 12% | -2%
O=S(=O)(NCC(c1ccco1)S(=O)(=O)c1ccccc1)c1cc(F)ccc1F (configuration not stated)
 : x | 14% | x | x | x | u | -5% | x | -3%
O=C1NC(c2ccc(Br)cc2)Oc2ccccc21 (configuration not stated)
 : i | 0.3% | -1.8 | 1% | i | 1% | 4% | u | 4%
Cc1cc(C)c(-c2c(O)c3c(n(C)c2=O)CC(C)(C)CC3=O)c(C)c1
 : i | 0.0% | -0.9 | -3% | i | -3% | -3% | -11% | -7%
COc1ccccc1NC(=O)C1C2C=CC3(CN(Cc4cccnc4)C(=O)C13)O2 (configuration not stated)
 : i | -0.7% | 1.5 | 1% | i | 16% | -1% | -4% | -10%
CCOC(=O)c1[nH]c2ccccc2c1NC(=O)c1cc(OC)cc(OC)c1
 : i | 0.7% | x | x | x | -21% | -11% | -4%[9.27 µM] | -4%
COc1cc(NC(=O)CN2C(=O)c3ccccc3S2(=O)=O)c(OC)cc1Cl
 : i | 0.2% | -1.6 | 1% | i | 0% | -4% | 7% | -4%
CCCCN(C(=O)C1=NN(c2ccccc2)C(=O)CC1)c1c(N)n(CC(C)C)c(=O)[nH]c1=O
 : i | -1.3% | -1.4 | -4% | i | 0% | -19% | -11% | 0%
COc1ccc([C@@H]2[C@@H]3C(=O)N(C(C)(C)C)C(=O)[C@@H]3[C@]3(CC(C)C)C(=O)N(c4cccc(F)c4)C(=O)N23)cc1
 : i | 0.5% | -1.6 | -1% | i | 0% | 0% | 6% | -8%
